Compound activity from PubChem.
RECQ1 inh = RECQ1 (human) helicase inhibition; P46063; RECQ1 DNA unwinding, red fluorescence kinetic read; Potency, µM (highest dose often 57.3 µM), inactives show at the highest dose activity, negative = inhibition, actives largely listed as inhibitors; actives 0.54% (n = 240,000); AID 2549;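 further: plate controls were vehicle for no effect and no enzyme for full effect; nearly all actives have a fitted effect of over 30% in size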
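RECQ1T1 50 nM; forked duplex (20 bp + 30-nt ss tails) 200 nM, ATP 2 mM final; pH 8.0, 2 mM MgCl2, 2.5 ug/ml poly(dI-dC); 15 min compound preincubation; discontinuous kinetic read over 2 h at RT.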
Tau FP inhib = blocks human tau fibril formation measured by polarization. AID 1468. Potency, µM (top dose mostly 57.7 µM), without a hit: top-dose activity, negative = inhibition, actives largely listed as inhibitors. K18 P301L tau heparin fibrillization, Alexa594 FP, 6 h. actives 0.39% (n = 280,000). P10636; further: nearly all actives have a fitted effect of over 55% in size
Target sequence (P10636 561-689 P618L limits assumed): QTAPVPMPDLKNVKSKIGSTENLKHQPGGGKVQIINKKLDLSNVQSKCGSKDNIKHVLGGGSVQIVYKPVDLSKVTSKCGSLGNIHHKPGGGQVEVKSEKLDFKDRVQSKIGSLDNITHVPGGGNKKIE
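FP of Alexa 594-tau after heparin (20 uM) induction. Substrate: human K18 P301L, 15 uM unlabeled, 0.24 uM labeled. Buffer 100 mM sodium acetate pH 7. 6 hr, 37 C.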
JMJD2E inh = JMJD2E (human) inhibition | B2RXH2 | JMJD2E catalytic domain, FDH-coupled NADH fluorescence (FDH is formaldehyde dehydrogenase) | Potency, µM (titrated, usually from 57.1 µM), for inactives: top-dose activity change, negative = inhibition, usual class: inhibitors | actives 1.6% (n = 230,000); active means well fitted inhibition curve with a large enough effect, not every such curve was filed as active; inconclusive means small, poorly fitted or top-dose-only effect, or another doubt; inactive means no such curve, though single readings can be large or run the other way;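 further: 0% = wells with enzyme and -100% = buffer wells without enzyme; nearly all actives have a fitted effect of over 50% in size; many of its hits are not listed in these tables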
L3MBTL1 inh = blocks human L3MBTL1; actives 0.66% (n = 230,000); AlphaScreen L3MBTL1–H3K9me1 peptide binding; Potency, µM (series often up to 57.1 µM), without a hit: at the highest dose activity, negative = inhibition, most hits filed as inhibitors; further: nearly all actives have a fitted effect of over 60% in size
Target sequence (Q9Y468 whole entry, looked up): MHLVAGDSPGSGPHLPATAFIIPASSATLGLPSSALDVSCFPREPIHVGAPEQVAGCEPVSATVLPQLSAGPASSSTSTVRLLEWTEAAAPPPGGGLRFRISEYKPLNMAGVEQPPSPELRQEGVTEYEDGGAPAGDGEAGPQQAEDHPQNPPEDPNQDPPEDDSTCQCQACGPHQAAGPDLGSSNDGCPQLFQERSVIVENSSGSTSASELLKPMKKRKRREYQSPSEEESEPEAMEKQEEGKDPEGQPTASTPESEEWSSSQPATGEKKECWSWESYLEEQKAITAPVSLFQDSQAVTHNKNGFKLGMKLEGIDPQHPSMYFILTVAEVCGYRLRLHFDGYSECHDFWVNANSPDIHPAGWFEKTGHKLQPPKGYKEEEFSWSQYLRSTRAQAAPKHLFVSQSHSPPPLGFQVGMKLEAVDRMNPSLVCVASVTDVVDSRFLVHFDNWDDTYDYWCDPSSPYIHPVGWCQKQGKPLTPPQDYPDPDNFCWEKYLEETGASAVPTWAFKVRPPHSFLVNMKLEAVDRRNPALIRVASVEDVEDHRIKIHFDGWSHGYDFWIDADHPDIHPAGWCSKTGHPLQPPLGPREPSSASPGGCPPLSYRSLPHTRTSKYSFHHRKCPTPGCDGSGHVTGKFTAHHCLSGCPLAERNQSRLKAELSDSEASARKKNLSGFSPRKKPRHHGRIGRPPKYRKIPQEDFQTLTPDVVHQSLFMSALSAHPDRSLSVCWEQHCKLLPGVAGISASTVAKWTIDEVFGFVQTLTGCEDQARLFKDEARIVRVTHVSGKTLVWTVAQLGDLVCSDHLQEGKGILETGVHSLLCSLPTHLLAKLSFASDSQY
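First, the protein-peptide complex forms for 30 min at room temperature (L3MBTL1 50 nM, biotinylated H3K9me1 peptide 75 nM). Next, compounds are pin-transferred and incubated 30 min. Finally, AlphaScreen beads are added and read after 30 min.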
TRb SRC2 PPI = inhibitors of human thyroid hormone receptor beta-SRC2 interaction | TRbeta-SRC2 peptide binding, fluorescence polarization; receptor liganded with 1 µM T3 | actives 0.065% (n = 280,000) | Potency, µM (highest dose often 106 µM), inactives show at the top dose activity change, negative = inhibition, hits mostly inhibitors | P10828;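 further: plate controls were bound peptide for no effect and peptide without receptor for full effect; nearly all actives have a fitted effect of over 50% in size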
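Polarization signal, normalized between peptide-alone and full complex controls, measured compound effects on T3-liganded human TRb LBD (0.6 uM) binding 20 nM Texas Red SRC2 peptide after 5 hr.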
TR SRC2 fluor cs = counter-screen for TRb-SRC2 inhibitors: fluorescence interference. AID 1479. TRb/SRC2 Texas Red total fluorescence interference. Potency, µM (doses to about 106 µM), without a hit: at the highest dose fluorescence change, negative = quenching. actives 0.29% (n = 280,000); active means well fitted curve in either direction with a large enough effect; inconclusive means small, poorly fitted or top-dose-only effect
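Flags fluorescent or light-absorbing compounds by total fluorescence, S + 2P, at 555 nm excitation and 632 nm emission. Mixture: 20 nM Texas Red SRC2 peptide, 0.6 uM human TRb LBD, 1 uM T3, 5% DMSO; compound exposure 5 h at ambient temperature.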
Tau fibril ThT = tau fibrillization inhibition (ThT binding) | P10636 | recombinant tau K18 P301L, heparin-induced fibrillization, ThT fluorescence | Potency, µM (doses to about 57.4 µM), inactives show at the top dose activity, negative = inhibition, hits mostly inhibitors | actives 2.1% (n = 270,000) | AID 1460; further: nearly all actives have a fitted effect of over 55% in size
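ThT emission at 510 nm, taken 1 hr after adding 30 uM dye, quantifies aggregates formed when 20 uM heparin acts on human tau K18 P301L for 6 hr at 37 C.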
GoLoco inh red = blocks human Gai1 binding to RGS12 GoLoco peptide, red readout; P63096; Gai1:RGS12 GoLoco peptide FP, rhodamine, 10 min; Potency, µM (top dose mostly 61.6 µM), for the others: top-dose activity, negative = inhibition, actives largely listed as inhibitors; actives 0.44% (n = 230,000); AID 880; active means well fitted inhibition curve with a large enough effect, not every such curve was filed as active; inactive means no such curve, though single readings can be large or run the other way; further: nearly all actives have a fitted effect of over 30% in size; many of its hits are not listed in these tables
Numbers without * were called inactive; i = inactive; u = inconclusive; x = not tested or not shown; [ ] = another dose, or the depositor's remark. Unless noted, the call rests on the fitted dose curve; in most records, active means well fitted curve in the direction sought with a large enough effect; inconclusive means small, poorly fitted or top-dose-only effect, or another doubt; inactive means no such curve, though single readings can be large; an effect the other way counts as inactive or inconclusive. Unless noted, on the % scale 0 is the no-effect control and ±100 the full control effect; potency means the concentration at half of the fitted maximal effect. An excerpt; rates above refer to the full screens.

Key to letters – A = RECQ1 inh; B = Tau FP inhib; C = JMJD2E inh; D = L3MBTL1 inh; E = TRb SRC2 PPI; F = TR SRC2 fluor cs; G = Tau fibril ThT; H = GoLoco inh red
> Clc1ccc(Cn2ncc3c(NCc4ccco4)ncnc32)c(Cl)c1
  A = i; B = -2%; C = -29%; D = x; E = -13%; F = 1%; G = -1%; H = 12%
> CN(C)CCCOC(=O)c1sc2ccccc2c1Cl
  A = -2%; B = u; C = 5%; D = -24%; E = -13%; F = -4%; G = 10%; H = 2%
> Cc1ccc(NC(=O)c2ccccc2Cl)c(Cl)c1
  A = i; B = -2%; C = 0%; D = x; E = -18%; F = -1%; G = -14%; H = -4%
> O=C(O)c1n[nH]c2c1CCCC2
  A = -1%; B = 7%; C = -3%; D = x; E = -6%; F = 0%; G = -3%; H = 4%
> Cc1cccc(C)c1OC1(c2ccccc2)OC(=O)c2ccccc21 (centres undefined)
  A = -1%; B = -5%; C = 1%; D = 106%[activator]; E = -7%; F = -6%; G = -7%; H = -9%
> O=C(O)CN=C(NS(=O)(=O)c1ccc(Cl)cc1)c1ccccc1
  A = -7%; B = -2%; C = -2%; D = x; E = -19%; F = -1%; G = -8%; H = 3%
> O=C(OCc1cccnc1)C1=Cc2ccccc2OC1
  A = i; B = -1%; C = -7%; D = 8%; E = -2%; F = 2%; G = 0%; H = -43%
> CCCC(=O)NNC(=O)CC(=O)Nc1ccccc1C(=O)O
  A = -11%; B = -10%; C = 6%; D = 4%; E = 1%; F = 1%; G = -9%; H = 3%
> C/C(=N/NC(=O)c1ccoc1C)c1ccc(NC(=O)C2CCCC2)cc1
  A = -2%; B = 5%; C = 7%; D = 2%; E = 4%; F = -2%; G = -5%; H = 3%
> CC(CNC(=O)C(C)C)NC(=O)C(C)C (centres undefined)
  A = i; B = 1%; C = -5%; D = x; E = 0%; F = -1%; G = 0%; H = -2%
> CC(C)CCN1C(=O)c2ccc(C(=O)NCc3ccco3)cc2C1=O
  A = i; B = 1%; C = 8%; D = -3%; E = -4%; F = -2%; G = -8%; H = 7%
> COCCOC(=O)C1=C(C)NC(=O)NC1/C=C/c1ccccc1 (centres undefined)
  A = -8%; B = 3%; C = -10%; D = 0%; E = -6%; F = -3%; G = 3%; H = -3%
> O=C(CN1C(=O)C2CCCCC2C1=O)OCC(=O)c1ccc(Cl)s1 (centres undefined)
  A = 1%; B = -3%; C = 11%; D = 18%; E = -4%; F = -2%; G = 0%; H = 11%
> COc1ccc(Nc2nc(N3CCCCC3)nc(N3CCCCC3)n2)c(OC)c1
  A = 3%; B = -3%; C = 1%; D = 29%; E = -10%; F = -7%; G = 10%; H = -1%
> O=C(OCCN1CCOCC1)c1cccs1
  A = 17%; B = 12%; C = -6%; D = x; E = 10%; F = 0%; G = -11%; H = 11%
> O=S(=O)(NCCC(c1ccc(F)cc1)c1ccco1)c1ccccc1 (centres undefined)
  A = 5%; B = -6%; C = -5%; D = -3%; E = 13%; F = -1%; G = -8%; H = 5%
> COCCCNC(=O)c1c[nH]c2ccc(S(=O)(=O)N3CCC(C)CC3)cc2c1=O
  A = i; B = u; C = u; D = x; E = 5%; F = -1%; G = 2%; H = 10%
> O=C(O)c1ccccc1-n1cccc1C(=O)O
  A = -9%; B = 3%; C = -11%; D = u; E = 3%; F = -3%; G = -4%; H = 5%
> CCn1c(=NC(=O)CSC(C)=O)sc2cc(F)ccc21
  A = -1%; B = -10%; C = 0%; D = x; E = -1%; F = 2%; G = -12%; H = 0%
> CCC(C)Sc1nc2c(cnn2-c2ccc(C)c(C)c2)c(=O)[nH]1 (centres undefined)
  A = -6%; B = 10%; C = 0%; D = -4%; E = 1%; F = 0%; G = -6%; H = 5%
> CC(=O)Nc1ccc(NC2(C)C(=O)c3ccccc3C2=O)cc1
  A = 0%; B = -3%; C = -5%; D = x; E = 4%; F = -2%; G = -11%; H = -3%
> OCCNNC(=S)NC1CC2C=CC1C2 (centres undefined)
  A = -1%; B = 1%; C = 4%; D = -3%; E = 0%; F = -2%; G = 0%; H = 10%
> CCN(CC)S(=O)(=O)c1cccc2cccnc12
  A = 4%; B = 3%; C = 11%; D = x; E = 2%; F = 2%; G = -6%; H = 3%
> CCCNC(=O)OC[C@@H]1O[C@H](CCO/N=C\[C@@H](C)[C@H](OCc2ccccc2)C(C)C)C=C[C@@H]1Oc1ccc(OC)cc1
  A = 4%[11.5 µM]; B = 1%[11.6 µM]; C = x; D = x; E = -3%[11.2 µM]; F = -4%[11.2 µM]; G = -12%[11.5 µM]; H = x
> COC(=O)c1ccc(NC(=O)CN(Cc2ccccc2)S(=O)(=O)c2ccc(C)cc2)cc1
  A = x; B = -8%; C = x; D = x; E = 1%; F = -2%; G = u; H = x

(more compounds)
Each structure is followed by: RECQ1 inh, Tau FP inhib, JMJD2E inh, L3MBTL1 inh, TRb SRC2 PPI, TR SRC2 fluor cs, Tau fibril ThT, GoLoco inh red
- O=C(COC(=O)COc1ccc2ccccc2c1)Nc1cc(C(F)(F)F)ccc1N1CCOCC1
 : -10%, 2%, -16%, 3%, 0%, 3%, -8%, 2%
- Cc1cc(C)c2c(=O)[nH]c(SCC(=O)NCc3ccccc3)nc2n1
 : -6%, -4%, u, x, -4%, 1%, -12%, 3%
- COc1cccc2c1CCC1=CC(=O)CC[C@@]12C
 : 11%, 1%, 4%, x, -7%, -2%, -2%, 5%
- O=C(Cn1c(CN2CCCCC2)nc2ccccc2c1=O)NC1CCCCC1
 : 15%, -3%, 16%, -2%, 14%, 1%, -14%, 10%
- COc1cccc2[nH]c3c(=O)n(CCN(C)C)cnc3c12
 : -4%, -2%, u, -5%, 0%, -1%, -5%, 2%
- COc1ccc(N2CCN(C(=O)Cc3ccc(-n4c(=O)[nH]c5ccccc5c4=O)cc3)CC2)cc1
 : 0%, 2%, -20%, -6%, -17%, -3%, u, 2%
- O=C(NC1CCCCCC1)C(=S)N1CCOCC1
 : i, -21%, 15%, 1%, -3%, -2%, u, -13%
- O=S(=O)(c1ccccc1)N(CC(F)(F)F)c1ccc(C(O)(C(F)(F)F)C(F)(F)F)cc1
 : -5%, u, x, x, 3%, -4%, -8%, 7%
- c1ccc(CNC2=NCCCCC2)cc1
 : i, 6%, 10%, 6%, -4%, 1%, 0%, -6%
- O=C1/C(=C/c2cccnc2)CC/C1=C\c1cccnc1
 : -3%, -3%, 2%, x, -3%, -2%, u, 5%
- CCNC(=O)CC1C(=O)N(c2ccc(C)cc2)C(=O)N1CCc1ccc(OC)c(OC)c1 (centres undefined)
 : -10%, 5%, 5%, -4%, -13%, -2%, -9%, -5%
- Cc1cc(C)nc(Nc2n[nH]c(-c3ccccc3Br)n2)n1
 : -7%, 2%, -3%, x, 9%, 1%, -9%, 4%
- CCOC(=O)N1CCC(NC(=O)CSCc2cnn(-c3ccccc3)c2-n2cccc2)CC1
 : -8%, 1%, -2%, -3%, -7%, 0%, -13%, 6%
- O=C(CSCc1c(Cl)cccc1Cl)Nc1ccc2c(c1)OCCO2
 : -5%, -2%, -2%, 1%, -1%, -1%, -12%, 0%
- CCC1(CC)Cc2ccccc2C(=O)N1
 : -2%, 4%, 13%, 2%, 4%, 0%, 4%, 3%
- O=C(Nc1cccnc1)c1scc2c1OCCO2
 : i, -12%, 7%, 2%, 3%, -1%, -11%, 3%
- COc1cc(OC)cc(C(=O)NCC(=O)OCC(=O)c2cc(C)n(Cc3ccco3)c2C)c1
 : -19%, 12%, 1%, -17%, -5%, 0%, -6%, 7%
- CCOCCCNC(=O)c1ccc2c(=O)n(CCCOCC)c(=S)[nH]c2c1
 : -18%, -4%, 2%, x, -3%, 2%, u, 3%
- COCCCNC(=O)c1ccc(NC(C)=O)cc1
 : i, -1%, -21%, -1%, -3%, -2%, -2%, 1%
- CCCN1CNC(=S)N(c2ccc(C)cc2C)C1
 : -8%, -2%, -13%, -6%, 4%, -3%, -13%, 9%
- Cc1cc(NC(=O)CSC2=NCCS2)no1
 : -4%, 5%, -4%, 8%[11.4 µM], -4%, -1%, -12%, -5%
- NC1=NC[C@H](Cc2ccc(O)cc2)N1CCc1cccc2ccccc12
 : i, 0%, 5%, x, 1%, -1%, u, 2%
- O=C(NCCO)Nc1ccc2nc(-c3ccco3)c(-c3ccco3)nc2c1
 : i, 6%, 11%, 0.71µM*, -7%, -5%, 5%, -31%
- CN(CCc1ccccn1)c1ccc([N+](=O)[O-])cn1
 : -3%, 0%, 2%, 3%, -3%, -2%, -4%, 4%
- COc1ccc(C)cc1NC(=O)c1ccc2c(c1)nnn2C1CCCC1
 : x, 11%, x, x, 4%, -1%, u, x
